MITF inh: inhibitors of human MITF | inhibition, % at 2.6 µM | O75030 | hit rate 0.91% among 650,000 | AlphaScreen MITF homodimerization, bead proximity signal | AID 1259374; in the data active means inhibition above about 50%;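 further: 0% = vehicle wells with protein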
GPR151 ag: human GPR151 activation. Q8TDV0. PathHunter beta-arrestin GPR151 cells, luminescence. activation, % at 11.2 µM. hit rate 1% among 650,000. AID 1508602; in the data active means activation above about 4.9%;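 further: 0% = median of compound wells and 100% = cells with positive control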
Target sequence (Q8TDV0 whole entry, looked up): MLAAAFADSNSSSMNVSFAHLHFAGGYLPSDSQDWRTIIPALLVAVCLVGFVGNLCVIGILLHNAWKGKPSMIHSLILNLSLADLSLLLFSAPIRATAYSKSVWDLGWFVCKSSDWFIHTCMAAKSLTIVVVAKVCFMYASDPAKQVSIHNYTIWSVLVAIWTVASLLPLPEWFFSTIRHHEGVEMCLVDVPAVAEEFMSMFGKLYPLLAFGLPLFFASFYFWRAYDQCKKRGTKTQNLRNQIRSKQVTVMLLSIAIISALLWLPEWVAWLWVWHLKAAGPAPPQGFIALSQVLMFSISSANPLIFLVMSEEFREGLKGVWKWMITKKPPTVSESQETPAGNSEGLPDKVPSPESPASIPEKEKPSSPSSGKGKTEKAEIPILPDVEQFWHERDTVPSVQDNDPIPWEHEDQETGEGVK
TEAD-YAP inh: TEAD-YAP interaction inhibition. inhibition, % at 9.12 µM. hit rate 1.4% among 640,000. HEK-TIYL cells, TEAD-Gal4/YAP UAS-luciferase luminescence; in the data active means inhibition above about 32%;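 further: 0% = median of test compound wells and 100% = reference inhibitor wells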
FBW7 activator: human FBW7 E3 ligase activation, primary screen | normalized activity (activation), % at 26.1 µM | Q969H0 | hit rate 0.13% among 650,000 | AlphaScreen FBW7–phospho-cyclin E peptide binding, activator screen; in the data active means normalized activity above about 1.9%;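 further: purified mutant Fbw7 with reduced substrate affinity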
Target sequence (Q969H0 whole entry, looked up): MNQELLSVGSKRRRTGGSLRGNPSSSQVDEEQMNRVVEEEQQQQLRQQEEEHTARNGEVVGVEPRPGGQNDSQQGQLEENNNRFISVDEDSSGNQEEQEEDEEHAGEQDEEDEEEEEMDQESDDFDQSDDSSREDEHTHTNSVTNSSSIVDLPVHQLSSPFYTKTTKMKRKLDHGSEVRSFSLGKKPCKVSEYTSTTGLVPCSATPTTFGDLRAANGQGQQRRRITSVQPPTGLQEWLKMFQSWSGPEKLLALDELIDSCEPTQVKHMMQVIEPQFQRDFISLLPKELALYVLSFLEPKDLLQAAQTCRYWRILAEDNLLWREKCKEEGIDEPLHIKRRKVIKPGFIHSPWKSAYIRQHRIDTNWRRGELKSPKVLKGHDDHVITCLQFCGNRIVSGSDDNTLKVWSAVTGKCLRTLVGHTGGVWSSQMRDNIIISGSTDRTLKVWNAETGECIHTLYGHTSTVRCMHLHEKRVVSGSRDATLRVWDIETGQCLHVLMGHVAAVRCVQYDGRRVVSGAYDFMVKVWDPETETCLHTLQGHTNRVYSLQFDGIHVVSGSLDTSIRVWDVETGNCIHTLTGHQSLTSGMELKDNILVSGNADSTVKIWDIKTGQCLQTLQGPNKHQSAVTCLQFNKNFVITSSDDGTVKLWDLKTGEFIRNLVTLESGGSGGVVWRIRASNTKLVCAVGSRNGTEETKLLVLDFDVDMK
An asterisk follows results filed as active; / = not tested or not shown.

The first 3 entries, to show the layout:
nr | compound | MITF inh | GPR151 ag | TEAD-YAP inh | FBW7 activator
1 | C=C(C)Cn1c(=O)c2c(nc3n(-c4ccc(OC)cc4OC)c(C)c(C)n23)n(C)c1=O | -4.3 | 0.3 | 7.1 | 0.1
2 | CC(=O)c1cccc(NC(=O)c2sc3nc4c(cc3c2N)C(=O)CCC4)c1 | 9.5 | -0.6 | -22.9 | 0.9
3 | CC(C)(C)OC(=O)Nc1cccc2[nH]ccc12 | 0.1 | 1.1 | / | /

The whole of this part, previewed entries included:
nr | compound | MITF inh | GPR151 ag | TEAD-YAP inh | FBW7 activator
1 | C=C(C)Cn1c(=O)c2c(nc3n(-c4ccc(OC)cc4OC)c(C)c(C)n23)n(C)c1=O | -4.3 | 0.3 | 7.1 | 0.1
2 | CC(=O)c1cccc(NC(=O)c2sc3nc4c(cc3c2N)C(=O)CCC4)c1 | 9.5 | -0.6 | -22.9 | 0.9
3 | CC(C)(C)OC(=O)Nc1cccc2[nH]ccc12 | 0.1 | 1.1 | / | /
4 | CCN(c1ccccc1)S(=O)(=O)c1ccc(NC(=O)c2ccc(Br)o2)cc1 | -6.9 | -1.2 | 17.7 | 0.1
5 | CC1CCC/C(=C/Nc2ccc(N(C)C)cc2)C1=O (centres undefined) | -7.1 | 1.7 | -14.7 | -0.1
6 | O=C(OCC#CCSc1nnc(-c2ccncc2)o1)C1=CC2C=CC=CC2OC1=O (centres undefined) | -0.9 | -0.1 | -49.1 | -0.2
7 | COc1cc(C)cc2oc(=O)cc(C)c12 | -5.1 | 1.2 | 13.3 | 0.0
8 | O=c1oc2ccccc2cc1-c1csc(NCc2ccc(F)cc2)n1 | -12.3 | 2.5 | -47.0 | 1.2
9 | O=C1c2ccccc2C(Nc2ccc(Cl)cc2)N1c1cccnc1 (centres undefined) | -4.8 | 3.0 | 2.6 | 0.1
10 | COc1ccc([N+](=O)[O-])cc1-c1ccc(C=C2C(=O)NC(=S)NC2=O)o1 | 12.2 | -0.5 | -4.0 | -0.6
11 | CC(C)CCNC(=O)c1c(O)c2cccc3c2n(c1=O)CC3 | 1.2 | 7.0* | -2.1 | -0.2
12 | CC(C)(C)NC(=O)CCSc1nnc(-c2ccco2)o1 | 6.7 | -1.1 | -10.7 | 0.5
13 | CCOC(=O)c1ccc(NS(=O)(=O)c2cc(-c3nnnn3C)ccc2OC)cc1 | -44.4 | -0.2 | -1.6 | 0.1
14 | Cc1cc(S(=O)(=O)O)c(C(C)C)cc1N | 21.6 | -1.4 | 8.2 | 4.1*
15 | CC12CC(c3ccccc3O1)C(/C(N)=N\NC(=O)c1ccccc1)C(=O)N2 (centres undefined) | 1.0 | 0.1 | 3.5 | 0.2
16 | Cc1ccc(C)c(S(=O)(=O)N2CCCOC2CNC(=O)C(=O)NCCN(C)C)c1 (centres undefined) | 1.6 | 2.9 | 3.1 | 0.3
17 | CCCNc1nc(OC)nc(-c2ccc(C(N)=O)cc2)n1 | 32.5 | -1.4 | -0.7 | 0.2
18 | COc1ccc(-c2cc(C(=O)NC(C)(C)CO)on2)cc1OC | 3.6 | -2.2 | -4.1 | 0.1
19 | COc1cc(-c2cncc(-c3ccc(N4CCN(C)CC4)nc3)n2)cc(OC)c1OC | -6.2 | -1.7 | -17.6 | 0.1
20 | CCOC(CNC(=O)c1nnc(CS(=O)(=O)c2ccccc2)o1)OCC | -5.7 | -1.3 | -6.1 | 0.4
21 | O=C1c2ccccc2C(O)(Cc2ccccc2)N1CCCO (centres undefined) | 8.8 | -0.4 | -7.1 | 0.0
22 | CCOc1cc(C2C3=C(CCCC3=O)NC3=C2C(=O)CCC3)cc(Br)c1OCC | -22.5 | 5.4* | 3.6 | 0.2
23 | O=C(/C=C\c1cn(-c2ccccc2)nc1-c1ccc(F)cc1)N1CCOCC1 | -4.0 | 1.5 | 6.8 | -0.2
24 | O=C1CCCN1C(=S)C(=S)N1CCCC1=O | 20.8 | 0.7 | 99.0* | -1.8
25 | CCOc1cc(/C=C2\C(=O)N(c3ccc(S(N)(=O)=O)cc3)N=C2C)ccc1O | 2.4 | -0.4 | 15.8 | -0.7
26 | CN(Cc1ccccc1)S(=O)(=O)c1ccc2[nH]c(=O)ccc2c1 | -6.0 | 0.7 | 1.0 | -0.1
27 | Fc1ccccc1OCCCCCn1ccnc1 | -9.7 | 1.6 | 6.4 | 0.0
28 | O=C1Nc2ccc(S(=O)(=O)N3CCOCC3)cc2C1(Cl)Cl | 4.9 | 2.0 | 5.2 | -0.1
29 | Cc1cc(Br)ccc1N1C(=O)C2CC=CCC2C1=O (centres undefined) | 12.2 | -1.2 | -5.9 | -0.1
30 | Cc1ccc[n+](CC(=O)c2ccc(Cl)cc2)c1C | 4.7 | -0.1 | 1.4 | 0.0
31 | O=C(CSc1nc2ccc(NC(=O)CCc3ccccc3)cc2s1)NCC1CCCO1 (centres undefined) | -16.2 | -0.1 | 3.7 | 0.0
32 | COc1ccc(C2=NN(c3ccc([N+](=O)[O-])cc3)C(=O)/C2=C\c2ccc(OC)c(O)c2)cc1 | -7.1 | 1.5 | -14.6 | -0.3
33 | COc1ccc(CCNC(=S)Nc2c(C)n(C)n(-c3ccccc3)c2=O)cc1OC | 3.5 | 0.5 | 3.6 | 0.2
34 | Cc1ccc(C(=O)Oc2cccc(/C=N/N=C3\NC(=O)C(CC(=O)O)S3)c2)cc1 (centres undefined) | 18.2 | 0.6 | -11.6 | -0.3
35 | O=C1C2C3C=CC(CNC(=O)C(F)(F)F)(O3)C2C(=O)N1c1ccccc1 (centres undefined) | 5.7 | 1.0 | 6.3 | 0.0
36 | Cc1ccc(-c2nc3ccccc3o2)cc1NC(=O)CCCl | 14.3 | -1.0 | -12.8 | 0.1
37 | CCN(CC)C(=O)C1CCCN(c2ncnc3c2c(-c2ccccc2)cn3-c2cccc(C)c2)C1 (centres undefined) | 12.2 | 0.3 | -13.8 | -0.1
38 | OCCC1CN(Cc2cccc3cccnc23)CCN1C1CCCCC1 (centres undefined) | -0.6 | 3.8 | 9.6 | -0.1
39 | COC(=O)C1=C(C)NC2=C(C(=O)CC(c3cccs3)C2)C1c1cccc(OCc2ccccc2)c1 (centres undefined) | 0.0 | -0.7 | 15.8 | 0.5
40 | O=C(C(=O)c1ccc(O)cc1)c1ccc(O)cc1 | 6.3 | -0.7 | -4.1 | 0.1
41 | O=C(COC(=O)c1cc(=O)c2ccccc2o1)Nc1ccc(N2CCOCC2)cc1 | -8.2 | 0.3 | 9.4 | 0.0
42 | CCC(C)NC(=O)CCNS(=O)(=O)c1ccc(OC)cc1 (centres undefined) | 8.2 | 1.5 | 2.7 | 0.1
43 | Fc1ccccc1N1CCN(Cn2cnc3ccccc32)CC1 | 10.7 | 1.1 | 4.6 | -0.2
44 | Cc1cc(NC(=O)COc2ncnc3sccc23)no1 | -9.4 | -0.8 | -6.2 | -0.2
45 | CC(NC(C)c1ccccc1)C(=O)Nc1ccc(F)c(F)c1F (centres undefined) | 0.6 | 0.4 | 3.5 | -0.1
46 | CN(C)C(=O)Nc1ccc(F)c(Cl)c1 | 4.1 | -0.1 | -4.9 | 0.0
47 | NC(=O)c1ccc(Oc2cccc3cccnc23)c([N+](=O)[O-])c1 | 18.3 | -0.7 | -0.6 | -0.1
48 | COc1ccc(NS(=O)(=O)c2ccc(N3C(=O)CCC3=O)cc2)cc1 | 2.5 | 2.1 | 4.5 | -0.1
49 | CCCCS(=O)(=O)c1sc2nc(-c3ccc(OC)cc3)cc(-c3ccccc3)c2c1N | -30.7 | 3.0 | -5.9 | 0.3
50 | CCC(C(=O)NC1CCCCC1C)n1sc2ccccc2c1=O (centres undefined) | -11.7 | 0.5 | -3.1 | 0.0
51 | Cc1cc2c(s1)c1cnn(Cc3ccccc3F)c(=O)c1n2C | -1.6 | -0.7 | -5.9 | 0.1
52 | C=CCOc1ccc(C2/C(=C(/O)c3ccc(OCC=C)cc3C)C(=O)C(=O)N2CCN(C)C)cc1 (centres undefined) | 5.5 | 0.6 | 2.4 | 0.1
53 | O=C(NCC(c1ccco1)N1CCc2ccccc21)c1ccc(F)c(F)c1 (centres undefined) | 2.9 | 0.1 | 12.1 | 0.2
54 | CC(NS(=O)(=O)c1cccc(C(=O)O)c1)C(=O)O (centres undefined) | 7.7 | 0.2 | 3.5 | 0.2
55 | Cc1cc(OCC(N)=O)c2c(C)cc(=O)oc2c1 | 11.4 | -0.1 | 11.3 | 0.1
56 | COc1ccc(/C=C2/SC(=O)N(CCCC(=O)Nc3ccc(C(=O)O)cc3)C2=O)cc1 | -0.6 | 1.3 | 80.5* | 0.1
57 | Cc1ccc(NC(=O)c2sc3nc(C)nc(N4CCC(C)CC4)c3c2C)c(Br)c1 | 3.2 | -0.8 | -3.5 | 0.0
58 | CN1CCN(c2nc3c(c(=O)n(C)c(=O)n3C)n2Cc2ccc(Cl)c(Cl)c2)CC1 | 1.1 | -0.6 | -6.7 | -0.1
59 | Cc1ccc(C)c(Oc2coc3cc(OC(=O)c4cccs4)ccc3c2=O)c1 | 9.3 | 0.6 | 1.5 | 0.2
60 | O=C(N1CCC2(CC1)CC(O)(c1ccc(F)cc1)CO2)C1(c2ccc(Cl)cc2)CC1 (centres undefined) | 14.4 | 1.0 | 7.7 | -0.1

(list continues)
nr | compound | MITF inh | GPR151 ag | TEAD-YAP inh | FBW7 activator
61 | O=C(Cc1cccs1)N/N=C\c1ccc(Br)o1 | 22.9 | 0.0 | -7.9 | 0.0
62 | CCOCC(=O)Nc1c2c(nn1C(C)(C)C)CSC2 | -2.9 | 4.4 | -2.4 | -0.1
63 | Cc1ccc(C(=O)Nc2cc(-n3c(C)nc4ncccc4c3=O)ccc2F)cc1 | 9.8 | -3.7 | -10.8 | 0.2
64 | COc1ccc(/C=N/NC(=O)C(C)n2cnc3ccccc3c2=O)cc1OC (centres undefined) | -3.9 | 0.3 | -7.1 | -0.1
65 | CCc1ccccc1NC(=O)Cn1ncc2c(=O)oc3ccc(C)cc3c21 | 9.2 | -0.7 | -5.1 | 1.6
66 | COc1ccc(-n2c(C)c(C)n3c4c(=O)n(Cc5ccccc5)c(=O)n(C)c4nc23)cc1 | -12.8 | -0.1 | 0.6 | -0.1
67 | Cc1cc(C)c(NC(=O)C2(c3cccs3)CCOCC2)c(C)c1 | -13.4 | 0.0 | -4.0 | -0.1
68 | CC(=O)NC1=NN(C(C)=O)C2(S1)C(=O)N(C(C)=O)c1ccc(C)cc12 (centres undefined) | 1.9 | -0.2 | 5.5 | 0.0
69 | O=C(CSc1nnc(Cc2cc(=O)[nH]c(=O)[nH]2)n1-c1ccc(F)cc1)NC1CCCC1 | 5.6 | 1.6 | -1.5 | 0.0
70 | COC(=O)C1(CC(=O)C(C)(C)C)NN=C(c2ccccc2)S1 (centres undefined) | -11.0 | 0.0 | -4.2 | 0.1
71 | N#C/C(=C/c1ccc(-c2ccc(S(N)(=O)=O)cc2)o1)C(=O)Nc1ccc(Cl)cc1 | -9.8 | 0.8 | 6.6 | -0.3
72 | O=C(c1cc([N+](=O)[O-])ccc1Cl)N1CCN(c2ccc(F)cc2)CC1 | 12.4 | -0.8 | 1.6 | -0.1
73 | COc1cc(NC(=O)c2nn3c(C(F)(F)F)cc(-c4ccc(Cl)cc4)nc3c2Cl)c(OC)cc1Cl | -0.7 | 0.1 | -3.1 | 0.1
74 | CCCNc1nc(Nc2cc(OC)c(OC)c(OC)c2)ncc1C | 8.0 | 1.5 | 1.8 | -0.1
75 | Cc1ccnc(SCc2ccc(C(=O)O)cc2)n1 | 12.8 | -2.3 | 2.1 | 0.0
76 | O=C(NN1C(=O)c2ccccc2NC1c1ccoc1)c1ccccc1 (centres undefined) | 16.9 | 0.2 | -6.9 | 0.0
77 | Cc1occc1C(=O)NCc1ccccc1Br | 8.7 | -1.6 | 2.0 | 0.0
78 | Cc1ccc(-c2cn3nc(N4CCCC(C(=O)O)C4)sc3n2)cc1 (centres undefined) | 6.5 | -3.0 | 15.6 | 0.1
79 | CN1CCOCCOCCN(C)C(=O)N2CCOCCOCCN(CCOCC2)C1=O | 5.6 | -0.5 | 2.3 | -0.1
80 | Cc1ccc(-c2c(C(=O)Nc3c(F)cccc3F)oc(=O)c3ccccc23)cc1 | 3.2 | 1.1 | -9.1 | 0.1
81 | CCC(C)NC(=O)CSc1nc2ccccc2c(=O)n1CCCN1CCCCC1 (centres undefined) | 1.4 | -1.1 | 3.0 | 0.1
82 | CC(=O)OCCOC(=O)CN1C(=O)c2ccccc2C1=O | 13.4 | -1.4 | -5.9 | 0.1
83 | O=S(=O)(Cc1ccc(Cl)cc1)NCC1CCCO1 (centres undefined) | -9.8 | -0.1 | 13.1 | 0.0
84 | CCOc1cccc2cc(-c3csc(NC4CCCCC4)n3)c(=O)oc12 | -12.8 | -0.4 | 2.8 | 0.2
85 | Cc1ccccc1C1=N/C(=C\c2ccc(Br)cc2)C(=O)O1 | -10.5 | -0.7 | -3.0 | -0.1
86 | CCOC(=O)Cn1nc(C(F)(F)F)cc1C | 13.1 | 1.0 | 6.3 | 0.3
87 | CN(C)CC(C)(C)CNC(=O)c1cc(F)cc(F)c1 | 8.8 | -1.0 | 3.5 | 0.0
88 | COc1ccc2cc(CN(CC3CCCO3)C(=S)NCCCN(C)C)c(=O)[nH]c2c1 (centres undefined) | 1.5 | -0.1 | 1.5 | -0.2
89 | CCCCC[C@H](O)/C=C/[C@@H]1[C@H](CCCCCCC(=O)O)[C@H](O)C[C@H]1O | -4.0 | 2.3 | / | /
90 | C1=CCC(C2OCC3(CO2)COC(C2CC=CCC2)OC3)CC1 (centres undefined) | 6.5 | -0.1 | 15.6 | 0.1
91 | CSc1cccc(NC(=O)CN(c2cccc([N+](=O)[O-])c2)S(C)(=O)=O)c1 | 13.1 | 0.1 | -2.8 | -0.2

Compounds as they come; about 3.4% have a hit in one of these screens.
